Screens from PubChem.
bIAP activator = increases bovine intestinal alkaline phosphatase activity | AID 1016 | purified bovine IAP, CDP-star luminescence, 30 min; stronger effect = higher value; fold of DMSO-control signal, blank-subtracted | 0.17% of 200,000 active | activation factor at 20 µM;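 active = activation factor of 2 or more at 20 µM, a signal rise over negative controls twice the positive control's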
FLuc act counter = affects firefly luciferase, flagging false hits in luciferase stimulation screens. P08659. ATPlite luciferase biochemical, luminescence, 10 min; 0 = ATP-free wells, 1 = DMSO control. activation factor at 10 µM. 200,000 tested, under 10 active. AID 1027;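 active = luciferase activation factor, scaled between plate controls, of at least 2 with compound at 10 µM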
Target sequence (P08659 whole entry, looked up): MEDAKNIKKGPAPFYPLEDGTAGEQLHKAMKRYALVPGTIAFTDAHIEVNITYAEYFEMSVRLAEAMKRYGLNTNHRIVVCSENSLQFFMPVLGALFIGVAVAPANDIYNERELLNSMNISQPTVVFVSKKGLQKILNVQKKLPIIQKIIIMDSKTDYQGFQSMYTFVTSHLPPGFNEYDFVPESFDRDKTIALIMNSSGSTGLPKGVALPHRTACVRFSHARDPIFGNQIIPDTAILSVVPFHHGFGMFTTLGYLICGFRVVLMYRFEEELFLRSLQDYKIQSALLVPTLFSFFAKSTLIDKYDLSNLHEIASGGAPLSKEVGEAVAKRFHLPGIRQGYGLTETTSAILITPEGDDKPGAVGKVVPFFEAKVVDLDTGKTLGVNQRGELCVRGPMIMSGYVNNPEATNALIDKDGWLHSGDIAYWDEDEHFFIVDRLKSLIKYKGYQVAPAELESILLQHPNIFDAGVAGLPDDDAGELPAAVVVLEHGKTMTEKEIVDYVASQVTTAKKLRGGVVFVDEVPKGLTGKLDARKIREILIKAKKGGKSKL
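Assay system – cell-free luciferase reagent · Medium – PBS-based ATP solution · Dosing – test compounds dosed from 2 mM stocks in 100% DMSO · Timing – 10 min, room temperature · Technique – light output (luminescence) · Measure – luminescence gain marking luciferase activators · Controls – No-ATP low control, compound-free enzyme-plus-ATP high control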
Lmaj promast = reduces viability of Leishmania major promastigotes | inhibition, % at 10 µM | 9% of 200,000 active | resazurin fluorescence viability; in the data active = inhibition above about 50%;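 note: promastigotes grown with compound for 44 hours at 28 °C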
FLuc inh counter = counter-screen for luciferase assay inhibitors: firefly luciferase inhibition | P08659 | ATPLite firefly luciferase biochemical luminescence, 10 min | inhibition, % at 10 µM | 1.5% of 200,000 active;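 active = inhibition above about 50% when tested at 10 µM, limit read from the data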
TNAP act hiacc = activators of human TNAP at high phosphate acceptor concentration. AID 1136. activation factor at 20 µM. P05186. purified TNAP, CDP-star luminescence, 1 M DEA, 30 min; stronger effect = higher value; 0 = EDTA background, 1 = DMSO-only activity. 200,000 tested, under 10 active;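 active = activation factor at least 2 at 20 µM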
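system = human TNAP | amount = enzyme diluted 1/800 final | reagent = 100 µM CDP-star substrate | signal = luminescent substrate turnover signal | dosing = one dose, 20 µM | benchmarks = EDTA negative control, DMSO positive control | measure = activation factor | timing = 30 min reaction, room temperature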
RAM inhibit = yeast RAM network inhibition; S. cerevisiae dse1pr::URA3 reporter, 5-FOA growth OD615, 2 d; analog-sensitive cbk1-as2 kinase mutant strain; inhibition, % at 50 µM; 1.8% of 190,000 active; AID 868;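 active = inhibition above a set limit, 3 SD over mean compound inhibition, cut at about 8.4% in these data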;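 note: 0% = DMSO-only wells with no growth and 100% = 10 µM 1-NA-PP1 full growth; inhibition rescues growth on 5-FOA so higher OD means more RAM inhibition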
TNAP inh hiacc = inhibitors of human TNAP at high phosphate acceptor concentration. P05186. purified TNAP, CDP-star luminescence, 1 M DEA. inhibition, % at 20 µM. 0.03% of 200,000 active. AID 1135;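 active = over 50% inhibition of tissue-nonspecific alkaline phosphatase at 20 µM in the single-dose screen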;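 note: plate controls were DMSO wells for no effect and EDTA-quenched wells as full inhibition for full effect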
TNAP inh noacc = blocks human TNAP activity with no phosphate acceptor present | P05186 | purified TNAP, CDP-star luminescence, 30 min | inhibition, % at 20 µM | 0.26% of 200,000 active | AID 1012;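 active = tissue-nonspecific alkaline phosphatase inhibition above about 50% at 20 µM in the single-dose screen, limit read from the data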;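 note: 0% = DMSO negative control and 100% = EDTA positive control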
bIAP inh = blocks bovine intestinal alkaline phosphatase activity; purified bovine IAP, CDP-star luminescence, 30 min; inhibition, % at 20 µM; 190,000 tested, under 10 active; AID 1019;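 active = over 50% inhibition of intestinal alkaline phosphatase at 20 µM in the single-dose screen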
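Incubation: 30 min reaction at room temperature / Material: purified bovine intestinal alkaline phosphatase (IAP) enzyme / Input: enzyme at 1/65,000,000 dilution / Dosing: 20 µM single dose / Signal: CDP-star luminescence signal / Reagent: CDP-star chemiluminescent phosphatase substrate, 30 µM final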
APP transl inh = APP translation inhibition; SH-SY5Y APP 5'UTR-luciferase reporter, luminescence; 0.82% of 190,000 active; inhibition, % at 2 µM; AID 1285;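 active = inhibition above a set limit, derived from the sample mean plus 3 SD, cut at about 45% in these data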; note: values of inactives mirror those of a sister screen read the other way
* = called active by the depositor. Rows were taken by chance; 13% or so of the library scored in one or more.

SMILES	bIAP activator	FLuc act counter	Lmaj promast	FLuc inh counter	TNAP act hiacc	RAM inhibit	TNAP inh hiacc	TNAP inh noacc	bIAP inh	APP transl inh
O=C(O)c1ccc(NCc2ccc3c(c2)OCO3)cc1	1	1	-5	-5	1	-0.6	2	-7	1	-5
CCC(=O)Nc1cc(NC(=O)CSc2ncc(-c3ccc(F)cc3)n2Cc2ccco2)ccc1C	1.1	0.9	22	11	1	-0.6	-4	-12	-7	-67
O=S(=O)(Nc1ccc(O)c(Sc2nc3ccccc3s2)c1)c1ccc(Cl)cc1	0.9	1.1	-3	-8	1.1	7.4	-6	-8	10	-32
Cc1c(/C=N/NC(=O)C(NC(=O)c2ccc3c(c2)OCO3)C(C)C)c2ccccc2n1C (stereo not given)	1	1	25	-3	1	0.2	2	-14	0	-9
CCN1CC=C2C(C1)C(c1ccc(Cl)s1)C(C#N)=C(N)C2(C#N)C#N (stereo not given)	0.7	1.1	32	-5	1	0.3	-3	-15	25	-52
Clc1ccc(CSc2nccn2Cc2ccccc2)cc1	0.7	1	1	-5	1	3.1	-4	-29	27	-9
Cc1ccc2[nH]c3c(N4CCN(Cc5ccccc5)CC4)ncnc3c2c1	1.4	1.1	57*	-5	1	0.7	1	2	-36	-9
Nn1c(SCC(=O)N2CCCc3ccccc32)nnc1-c1ccc(Cl)cc1	0.9	1	2	-4	1.1	4.8	-6	-19	9	0
COc1ccc(C2(C(=O)Nc3ccccc3)CCOCC2)cc1	0.9	1	-2	-4	1	0.6	-2	-6	8	-2
CCOC(=O)C1CCN(C(=O)CCc2ccccc2)CC1	1	1	-6	-1	1	0.3	-3	-13	-1	3
COc1ccccc1N1CCN(Cc2nc(N)nc(Nc3ccc(C)cc3)n2)CC1	1	1	17	0	1	2.9	-1	1	-2	-9
COc1ccc(OC)c([N+](=O)[O-])c1C(N)=O	1	1	-3	-2	1	-0.2	-3	-10	5	-23
O=C1NCCNC(=O)c2ccccc2OCCOc2ccccc21	1.1	1.1	-1	-10	1.1	-0.5	-6	-2	-6	-6
O=C(NCc1ccco1)c1ccc(Br)c(S(=O)(=O)N2CCCCC2)c1	0.7	1.1	23	-10	1.1	0.1	-6	-1	32	-10
CCn1c(CNc2ccc(Cl)cc2)nnc1SCC(=O)OC1CCCCC1	0.9	1	3	-3	1	-0.1	-1	-6	8	-21
COc1cc(/C=C2\SC(=O)N(c3ccccc3Cl)C2=O)cc([N+](=O)[O-])c1O	0.9	1	-4	3	0.9	0.6	14	24	5	-12
CCCCCCn1c(=O)c(-c2ccccc2)c(O)c2ccccc21	0.8	1.1	-10	-7	1.1	9.5*	-6	-10	16	2
CC(=O)N1CCN(S(=O)(=O)c2cccc(C(=O)Nc3nccs3)c2)CC1	1	1	-5	-4	1	1.3	-3	-9	4	9
COc1ccc(OC)c(CNCCNC(=O)c2ccco2)c1	0.9	1	-6	0	1	0.3	-4	-5	10	6
COc1ccc(NC(=S)Nc2ccc3nsnc3c2)cc1	1	1	1	-2	0.9	0.6	6	6	2	3
COc1ccc(/C=N/NC(=O)Nc2ccc3nsnc3c2)c(OC)c1	0.9	1	-2	1	1	3.1	-1	0	5	-7
CCn1cc(-c2nnnn2-c2ccc(Cl)cc2)c(=O)c2ccccc21	0.9	1.1	9	-8	1	2.2	-2	-9	6	-10
Cc1cc(=O)[nH]c(COc2ccccc2)n1	0.9	1.1	3	-6	1.1	-0.3	-8	-2	6	4
O=C1NN(c2ccccc2)C(=O)/C1=C\c1cccn1-c1ccc(Cl)c([N+](=O)[O-])c1	1	1	0	-4	1	2.2	-2	-22	5	4
Cc1ccc(/C=N/NC(=O)CC(=O)NCc2cccnc2)cc1	0.9	1.1	45	-5	1.1	0.0	-5	-9	14	-8

(next part)
SMILES	bIAP activator	FLuc act counter	Lmaj promast	FLuc inh counter	TNAP act hiacc	RAM inhibit	TNAP inh hiacc	TNAP inh noacc	bIAP inh	APP transl inh
O=C(NCc1cccnc1)c1ccc(COc2ccccc2Cl)o1	1.1	1	14	0	1	-0.4	-5	-12	-9	-20
COc1cccc(/C(O)=C2/C(=O)C(=O)N(Cc3ccco3)C2c2ccncc2)c1 (stereo not given)	1	1.1	-8	-7	1	1.6	-4	-5	3	-3
O=C(NC1c2ccccc2-c2ccccc21)N1CCCCC1	0.9	1.1	24	-7	1.1	5.0	-8	-10	11	-7
CC(C(=O)Nc1ccc(S(=O)(=O)N2CCOCC2)cc1)N1C(=O)C2CC=CCC2C1=O (stereo not given)	1.3	1	-6	-1	1	1.2	-1	-6	-26	7
Cc1oc(-c2cccc(C(F)(F)F)c2)nc1CN1CCOCC1	1.2	1.1	1	-7	1	-0.2	-3	-7	-23	-2
Cc1ccc(C2(O)CN(c3ccccc3)C3=[N+]2CCS3)cc1 (stereo not given)	1	1	-3	-3	1	-0.2	-2	-12	-1	-22
CCCCNC(=S)NNC(=O)c1csc(C)c1C	1.1	1	23	1	1	1.3	-1	-142	-5	-14
CC(C)C(NC(=O)C(Cc1ccccc1)NC(=O)OCc1ccccc1)C(=O)O (stereo not given)	1.1	1.1	29	-5	1	-1.3	-2	-4	-6	-8
Cc1ccc(-n2c(SCC(=O)Nc3ccc4c5c(cccc35)CC4)nc(O)cc2=O)cc1	1	1	24	0	1	4.8	-3	-17	0	6
CCc1ccc(NC(=S)/N=C(\N)Nc2nc(C)c3cc(CC)ccc3n2)cc1	0.9	1.1	22	-6	1	6.2	-2	-17	11	19
Cc1ccc(Sc2ccc(CO)cc2[N+](=O)[O-])cc1	0.8	1.1	-3	-7	1	-1.2	-4	5	20	-3
O=C1CC(c2cccc(F)c2)SC(N(c2ccccc2)c2ccccc2)=N1 (stereo not given)	1	1	-4	-3	1.1	1.1	-5	-13	1	-30
CS(=O)(=O)N1CCN(C(=O)COc2ccccc2)CC1	1.1	1	11	-3	1	-0.5	0	-4	-9	-7
CC(C)NC(=O)Cn1c(SCC(=O)N2c3ccccc3CC2C)nc2ccccc21 (stereo not given)	1	1.1	13	-8	1.1	2.1	-5	-15	-4	0
Cc1ccc(N=c2c([N+](=O)[O-])nn(-c3ccc(Cl)cc3)n2O)cc1C	1	1	27	-4	1	3.5	4	4	1	-25
Cc1[nH]c(C(=O)O)c(C)c1C(=O)OC(C)C	1.1	1.1	-5	-6	1	1.2	-1	-33	-8	5
Cc1ccc(OCC(=O)N2CCN(c3ccc([N+](=O)[O-])c(N4CCOCC4)c3)CC2)cc1	0.8	1	-1	-2	1	0.1	4	-3	18	-15
COc1cccc(N2CC(C(=O)OC(C)C(=O)c3ccccc3)CC2=O)c1 (stereo not given)	0.9	1	-5	-1	1	0.0	-3	-7	7	0
CC(=O)NCCNC(=O)C1CCCCN1S(=O)(=O)c1ccccc1 (stereo not given)	1	1	4	-4	1	1.6	-3	-13	-4	10
Cc1ccc2oc(-c3cccc(N)c3)nc2c1	1	0.1	5	88*	1	1.0	2	-7	1	-158
CN(C(=O)c1ccccc1C(=O)OCC(=O)NC(=O)NC(C)(C)C)C1CCCCC1	1.2	1	21	0	1	0.9	-5	-14	-24	-3
COc1ccccc1CNC(=O)CCCNS(=O)(=O)c1cccc2nsnc12	1	1.1	0	-9	1	3.1	1	5	-1	1
O=S(=O)(Cc1ccccc1)Cc1cnc(Cl)s1	1.1	1.1	-7	-9	1	0.5	-4	-10	-8	-14
C/C(=N/NC(=S)Nc1cccc(C)c1)c1cccc([N+](=O)[O-])c1	1	1	-6	-1	1.1	1.5	-7	-5	-2	-22
Cc1cc2oc(C(=O)NCc3ccc4c(c3)OCO4)c(C)c2cc1C	0.9	1	-8	-4	1	2.0	-2	-9	8	-14
Cc1cccc(N2CCN(C(=O)/C=C/c3cccs3)CC2C)c1 (stereo not given)	1.1	1.1	-1	-8	1	-0.7	-2	-6	-8	-8
CCOC(=O)C1CCCN(c2c(NCC3CCCO3)c(=O)c2=O)C1 (stereo not given)	0.9	1.1	-6	-9	1.1	0.2	-9	-10	12	-12
